Screening results (PubChem)
12-LOX inh: inhibitors of human 12S-lipoxygenase ALOX12. P18054. purified 12hLO, xylenol orange hydroperoxide absorbance. Potency, µM (series often up to 108 µM), for the others: at the highest dose activity change, negative = inhibition, hits mostly inhibitors. 580,000 compounds, 1.1% hits. AID 1671190; also: potency is read from the fitted curve at half-maximal effect; % is scaled to controls: 0 for no effect and ±100 for the full control effect
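Hydroperoxide product was detected by ferrous iron/xylenol orange as the 573 to 405 nm absorbance ratio. Arachidonic acid at 40 uM (final) was turned over for 30 min at room temperature by 150 nM human 12hLO, pH 7.0 Hepes buffer, after 15 min compound preincubation.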
Glioma ERSR ind: inducers of ER stress response in human glioma cells | 420,000 compounds, 0.02% hits | Potency, µM, without a hit: top-dose activation, actives largely listed as activators | U87-MG GRP78 promoter luciferase reporter, 16 h | AID 602332; also: potency is read from the fitted curve at half-maximal effect; series mostly up to about 76 µM; % of control where 0% means no effect; nearly all actives have a fitted effect of over 35% in size
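Stably transfected U87-MG glioma cells carrying a GRP78-based luciferase sensor; 16 h compound incubation. Luminescence end-point read 10 min after Bright-Glo addition at room temperature.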
D2 ag: agonists of human D2 dopamine receptor. AID 485358. 340,000 compounds, 0.53% hits. activation, % at 2 µM. P14416. HEK293 T-REx D2 cells, calcium flux agonist mode;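 active = activation over 3 SD above normal in the single-dose calcium agonist read, cut at about 30% in these data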; also: 0% is about no effect
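Calcium-flux readout, 1 cycle/sec over 180 s following compound pin transfer, in inducible HEK293 Trex D2 cells (force-coupled); dopamine controls included. Positive calcium responses during this window marked compounds as potential agonists.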
ERG-DNA inh: blocks human ERG Ets domain binding to DNA | Potency, µM (highest dose often 76.9 µM), for the others: top-dose FP activity, negative = inhibition, usual class: inhibitors | 370,000 compounds, 0.028% hits | P11308 | fluorescence polarization, His-ERG Ets domain / labelled DNA; active = well fitted inhibition curve with a large enough effect in the polarisation, with a control signal flat; inconclusive = small, poorly fitted or top-dose-only effect, or effect the other way, or a change in a side signal; inactive = no such curve, though single readings can be large or run the other way; the % refers to the polarisation;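 also: polarization taken with two DNA probes labelled with fluorescein and Texas red; potency is read from the fitted curve at half-maximal effect; % of control where 0% means no effect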
Target sequence (P11308 whole entry, looked up, the tested form may be a part): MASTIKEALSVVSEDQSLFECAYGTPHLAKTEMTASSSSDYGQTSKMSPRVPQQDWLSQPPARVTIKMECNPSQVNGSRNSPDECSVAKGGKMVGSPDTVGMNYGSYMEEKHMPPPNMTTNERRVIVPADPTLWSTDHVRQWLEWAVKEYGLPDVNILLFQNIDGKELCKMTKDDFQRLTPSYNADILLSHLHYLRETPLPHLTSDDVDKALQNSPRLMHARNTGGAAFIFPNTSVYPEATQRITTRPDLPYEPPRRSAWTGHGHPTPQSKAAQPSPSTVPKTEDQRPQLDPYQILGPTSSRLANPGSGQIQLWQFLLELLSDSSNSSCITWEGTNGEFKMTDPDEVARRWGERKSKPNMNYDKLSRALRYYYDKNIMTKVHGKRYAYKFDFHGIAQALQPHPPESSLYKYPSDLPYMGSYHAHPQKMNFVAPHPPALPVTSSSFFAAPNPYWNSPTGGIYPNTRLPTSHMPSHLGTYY
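His-tagged ERG Ets domain (1 uM in the protein solution; 300mM KCl, 50mM Tris-HCl, 1mM EDTA, 1mM DTT, pH 7.5) received compound, then a probe mix of 5 nM fluorescein-DNA and 100nM Texas-615-DNA. Fluorescence polarization was read for both dyes.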
Vif-APOBEC3G blk: inhibitors of Vif-APOBEC3G interaction. Potency, µM (series often up to 46.1 µM), for the others: at the top dose activity, negative = active, most hits filed as inhibitors. HeLa A3G-eYFP + Vif (tagged APOBEC3G with the HIV-1 protein that degrades it), YFP fluorescence, overnight. 410,000 compounds, 0.076% hits. AID 602310. Q9HC16;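 also: potency is read from the fitted curve at half-maximal effect; % is scaled to controls: 0 for no effect and ±100 for the full control effect; nearly all actives have a fitted effect of over 60% in size; hits raise eYFP signal because A3G escapes Vif-driven loss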
Target sequence (Q9HC16 whole entry, looked up): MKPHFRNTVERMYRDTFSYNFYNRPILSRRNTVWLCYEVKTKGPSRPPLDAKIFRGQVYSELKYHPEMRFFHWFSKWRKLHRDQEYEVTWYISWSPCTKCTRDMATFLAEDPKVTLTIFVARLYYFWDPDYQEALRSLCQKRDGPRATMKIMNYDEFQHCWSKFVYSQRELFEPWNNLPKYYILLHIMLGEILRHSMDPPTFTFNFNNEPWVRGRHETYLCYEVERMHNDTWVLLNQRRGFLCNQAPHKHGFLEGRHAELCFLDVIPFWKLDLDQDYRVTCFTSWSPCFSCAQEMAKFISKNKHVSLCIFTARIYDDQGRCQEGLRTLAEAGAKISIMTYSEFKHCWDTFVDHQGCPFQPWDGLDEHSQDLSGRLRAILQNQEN
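Read-out is eYFP fluorescence (Ex 488/Em 500-530) from Vif-expressing HeLa A3G-eYFP cells; more signal means A3G escaped Vif-mediated degradation. Cells plated overnight, compound pinned in, incubated overnight at 37 deg C.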
D2 antagonist: D2 dopamine receptor (human) antagonism; inhibition, % at 10 µM; P14416; 340,000 compounds, 2% hits; HEK293 TREx D2 cells, calcium flux, dopamine EC80; in the data active = inhibition above about 30%; also: 0% is about no effect
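Calcium flux kinetic readout in an inducible HEK293 TREx D2 line plated overnight at 30 C. After 180 s compound exposure, an EC80 dopamine challenge follows with another 180 s kinetic read to detect antagonism.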
LDHA inh: inhibitors of human lactate dehydrogenase A; P00338; purified LDHA, NADH/diaphorase-resazurin fluorescence; active compounds read low; activity change, % (values are at about 110 or 230 µM); 480,000 compounds, 0.15% hits; in the data active = activity change below about -30%; inconclusive = mostly about -25% to -30%;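 also: plate controls were DMSO wells for no effect and wells without enzyme for full effect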
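LDH5 2 nM; NADH 0.06 mM, pyruvate 0.2 mM; 200 mM Tris pH 7.4, EDTA, Tween-20; 5 min RT. Detection: diaphorase 0.133 mg/mL + resazurin 37 µM, fluorescence ex540/em590 at 0 and 20 min; normalized to enzyme-free and DMSO wells.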
RGS4 inhibitor: human RGS4 inhibition; P49798; Transcreener GDP fluorescence polarization, RGS4-accelerated GTP hydrolysis; Potency, µM (doses to about 114 µM), inactives show at the highest dose activity change, negative = inhibition, most hits filed as inhibitors; 390,000 compounds, 0.039% hits; AID 504845; also: potency is read from the fitted curve at half-maximal effect; % is scaled to controls: 0 for no effect and ±100 for the full control effect; nearly all actives have a fitted effect of over 75% in size; some results filed as inactive show a strong effect at the top dose
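MLSMR compounds (23 nl, pin-transferred) preincubated 10 min at room temperature with a 500nM (2x) first reagent, then RGS4 at 900nM (2x) plus Transcreener GDP mix added; fluorescence polarization (620/688 nm) read before and after 90 min at 30 °C.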
Vif-APOBEC3F blk: Vif-A3F binding inhibition | HeLa A3F-eYFP + Vif (tagged APOBEC3F with the HIV-1 protein that degrades it), YFP fluorescence increase | Potency, µM (series often up to 46.1 µM), inactives show top-dose activity, negative = active | 390,000 compounds, 0.2% hits | AID 602313; also: potency is read from the fitted curve at half-maximal effect; % of control where 0% means no effect; nearly all actives have a fitted effect of over 65% in size
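Fluorescence increase (Ex 488/Em 500-530) after overnight compound treatment at 37 deg C flags inhibition of Vif-driven A3F-eYFP loss in stable HeLa A3F-eYFP/Vif cells seeded overnight beforehand.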
* hit, by the source's call; ? = inconclusive; . = not tested or not shown; & = joins results of further samples; [ ] = dose if it differs, or a comment. Unless noted, calls follow the shape of the dose curve; as a rule, active = well fitted curve in the direction sought with a large enough effect; inconclusive = small, poorly fitted or top-dose-only effect, or another doubt; inactive = no such curve, though single readings can be large; an effect the other way counts as inactive or inconclusive. This is a subset; count on the stated rates, not on these rows.

compound,Vif-APOBEC3G blk,RGS4 inhibitor,Vif-APOBEC3F blk,LDHA inh,Glioma ERSR ind,D2 antagonist,ERG-DNA inh,12-LOX inh,D2 ag
CCOc1ccc(N2C(=O)Nc3ccc(Br)cc3C2(O)C(=O)NC(C)C)cc1 (stereo not drawn),-1%,-7%,0%,-7,-6%,12,-5%,82%[activator],0.2
CC12C(=O)N(CCC(=O)O)C(=O)C1C1C=CC2C1 (stereo not drawn),1%,-9%,-4%,-5,-3%,9,-2%,-27%,-0.9
c1ccc(OCc2nc(-c3ccncc3)no2)cc1,3%,5%,3%,-9,4%,-10,-3%,-1%,-0.6
O=C(NCC1CCCO1)c1cnc(Cl)c(Cl)c1 (stereo not drawn),-11%,-18%,9%,-8,-1%,-8,-12%,0%,-0.8
O=C(COC(=O)c1c(F)cccc1F)Nc1ccc(N2CCCCC2)cc1,2%,12%,-2%,0,3%,.,-1%,148%[activator],.
O=S(=O)(c1ccccc1)N1CCN(c2cccc(Cl)c2)CC1,-8%,-9%,-3%,-2,-3%,-2,12%,8%,0.0
S=c1sscc1-c1ccccc1,0%,-25%,-22%,-1,-1%,.,2%,5.6µM*,.
Cc1ccc(S(=O)(=O)NCCC(=O)OCc2ccc([N+](=O)[O-])cc2)cc1C,-4%,20%,4%,-5,-4%,16,-6%,-15%,1.7
Cc1nc(CNC(=O)C2CCC(=O)N(CCc3ccc(Cl)cc3)C2)sc1C (stereo not drawn),2%,-23%,-6%,0,-5%,3,6%,-3%,0.3
COc1ccc(N2CCN(C(=O)c3ccc(NS(=O)(=O)c4ccc(F)cc4)cc3)CC2)cc1,-2%,-20%,-6%,-2,3%,22,-2%,2%[57.4 µM],0.3
COc1ccc(N=Cc2sc3ccccc3c2Cl)cc1,1%,-34%,6%,9,6%,-2,.,6%,-0.6
Cc1ccc(S(=O)(=O)NC(=O)C2(C)CCN2C(=O)Cc2cccs2)cc1 (stereo not drawn),0%,.,.,-7,-1%,.,.,-11%,.
COc1ccc(S(=O)(=O)NCc2cccn2Cc2cccc(C)c2)cc1OC,2%,-20%,0%,1,-1%,.,-2%,-40%,-2.8
CCn1c(CC2C(=O)Nc3ccccc32)nc2ccccc2c1=O (stereo not drawn),.,1%,.,-4,.,.,-2%,-23%,1.2
COc1cc(C(=O)Nc2nnc(CC(C)(C)C)s2)c([N+](=O)[O-])cc1OC,0%,21%,-17%,-5,-4%,-9,-5%,-21%,-0.3
CCOc1ccccc1NC(=O)COc1ccc(S(=O)(=O)NC2CCCCC2)cc1,3%,-8%,0%,0,-1%,.,-1%,-26%,-0.9
O=C(N/N=C/c1ccc(OC(F)F)cc1)C1=COCCO1,2%,-6%,-19%,-3,-8%,-24,-6%,1%,1.9
COCCNC(=O)CN1CCC(NC(=O)C(C)(C)C)CC1,-1%,-21%,0%,-6,-4%,14,.,5%,-0.3
CCc1nc(C)cn1S(=O)(=O)c1ccc([N+](=O)[O-])cc1,-1%,-44%,5%,1,-1%,2,-1%,-5%,0.9
COC(=O)c1cc(S(=O)(=O)N2CCN(c3ccccc3)CC2)c[nH]1,3%,-5%,2%,-7,-5%,2,6%,6%,-0.1
COC(=O)c1ccc(NC(=S)Nc2ccccc2)cc1,3%,2%,-4%,-3,-1%,-2,.,-17%,0.8
COc1ccc(NC(=O)CN(C)C(=O)c2cnc(Cl)c(Cl)c2)cc1,-5%,3%,5%,-4,-4%,-12,0%,?,-0.1
COc1cc(/C=N/NC(=O)C2(O)c3ccccc3-c3ccccc32)ccc1O,-1%,7%,-11%,0,0%,.,6%,12%,.
CCC1CCCCN1C(=O)c1sc(-n2nc(C)c(Cc3ccccc3)c2C)nc1C (stereo not drawn),2%,-6%,5%,-9,-4%,.,1%,-11%,0.0
Cc1oc2c(c(C)cc3oc(=O)c(CC(=O)NCCCO)c(C)c32)c1C,7%,-13%,10%,-2,3%,1,12%,?,-2.0
Cc1c(C(=O)N2CCN(c3ccccn3)CC2)oc2c(F)cccc12,1%,-11%,-6%,-6,0%,-13,0%,-13%,0.4
O=C(/C=C/c1cccc(C(F)(F)F)c1)NNC(=O)c1ccncc1,0%,-35%,-2%,-2,0%,5,-5%,5%,-0.2
CN1CCN(C2CCCCC2NS(=O)(=O)c2ccc(Cl)cc2)CC1 (stereo not drawn),0%,-6%[56.9 µM],4%,-2,-2%,0,-5%,.,-0.4
COc1cc2cc(CCCO)oc(=O)c2cc1OC,4%,5%,2%,0,-4%,.,-1%,10%,.
C[C@@H]1CN([C@@H](C)CO)C(=O)CCCn2nncc2CO[C@@H]1CN(C)C(=O)Nc1ccc2c(c1)OCO2,3%,.,-2%,-2,-1%,.,.,0%,.
Cc1cc(=O)oc2cc(OCc3nnc(-c4ccccc4Br)o3)ccc12,-18%,-48%,-5%,0,-4%,-7,-7%,-1%,-2.3
CC[C@H](C)[C@H](NC(=O)OCc1ccccc1)C(=O)Nc1ccc(NC(C)=O)cc1,-5%,4%,-1%,-21,-1%,8,-6%,12%,0.5
CCC(=O)N1CCC1(C)C(=O)Nc1ccc2nc(C)ccc2c1 (stereo not drawn),-1%,.,.,5,-4%,.,.,-17%,.
COc1ccc(C(=O)NCCS(=O)(=O)N2CCCCCC2)cc1,3%,-16%,-26%,-13,1%,-10,5%,-1%,-0.5
O=C(CC1C(=O)NCCN1CC1CCCCC1)NCCc1ccc(F)cc1 (stereo not drawn),1%,7%,10%,0,2%,14,10%,-9%,-0.1
COc1cccc(C(=O)NCC(=O)OCc2cc(=O)n3nc(C)sc3n2)c1,5%,-25%,1%,1,-4%,.,11%,-2%,0.2
O=C1CC(CCC(=O)NC2CC2)c2ccccc2N1 (stereo not drawn),-2%,-6%,1%,12,-4%,-5,-1%,-5%,-0.6
CCCn1c(CCC(=O)O)ccc1-c1cccs1,-4%,6%,5%,-6,-5%,10,3%,?,-1.3
NC(=O)c1cc2cc(Cl)ccc2oc1=Nc1cccc(C(F)(F)F)c1,-5%,9%,0%,-6,0%,1,-2%,16%[57.4 µM],0.7
CC(C)c1ccc(C(C(=O)NC(C)(C)C)N(C(=O)CNC(=O)c2ccco2)c2cccnc2)cc1 (stereo not drawn),-3%,-19%,-2%,-4,-5%,-21,-2%,0%,-0.7
O=S(=O)(c1ccc(F)cc1)N1CCN(C(=S)NCc2ccco2)CC1,-3%,-24%,-3%,0,-6%,-5,7%,10%,0.0
CCOc1ccc(CCNC(=O)c2cnc3sc(N4CCCC4)nn3c2=O)cc1,6%,-16%,0%,-2,-3%,.,0%,?,1.6
Cc1ccc(N2CC(C(=O)N3CCN(c4ccccc4)CC3)CC2=O)cc1 (stereo not drawn),0%,7%,1%,-11,-1%,-2,.,?,0.1
C/C(N)=C(/C#N)C(=O)COC(=O)c1cc(-c2ccc(Br)cc2)nc2ccccc12,0%&-10%,6%&-24%,-2%&-32%,-2&-10,2%&-5%,47*,3%&6%,-3%&-24%,1.8
CCCCCCCC(=O)NC1=NC(=O)C(C)(C)S1,0%,5%,-2%,-4,-1%,.,-4%,4%,.
O=C(NNc1ncnc2ccccc12)c1cccc(Cl)c1,1%,-6%,-4%,-11,2%,4,5%,?,1.2
Cc1cc(NC(=O)c2cccc3c2C(=O)N(C2CCCCC2)C3)ccc1Br,0%,15%,-8%,-2,-5%,7,-3%,.,0.2
CCN(Cc1ccccc1)C(=O)CCS(=O)(=O)c1cc2c(cc1Cl)NC(=O)CO2,3%&0%,-18%&5%,3%&2%,-1&-3,0%&0%,-1,10%&4%,27%&-25%,-0.6&0.6
O=c1c2ccccc2n(Cc2ccc(F)cc2)c(=O)n1C1CCCC1,-12%,2%,-4%,0,-7%,-15,5%,-16%,2.5
CCCNC(=O)COc1ncnc2sc(C)c(C)c12,0%,-6%,6%,-7,-1%,-5,-5%,-6%,1.2
Cn1c(=O)cc(OCCCC(=O)NCc2ccco2)c2ccccc21,0%,-11%,-6%,-3,3%,6,1%,?,-0.4

Part of the list above in order of formula weight, largest number first:
compound,Vif-APOBEC3G blk,RGS4 inhibitor,Vif-APOBEC3F blk,LDHA inh,Glioma ERSR ind,D2 antagonist,ERG-DNA inh,12-LOX inh,D2 ag
C[C@@H]1CN([C@@H](C)CO)C(=O)CCCn2nncc2CO[C@@H]1CN(C)C(=O)Nc1ccc2c(c1)OCO2,3%,.,-2%,-2,-1%,.,.,0%,.
CCC(=O)N1CCC1(C)C(=O)Nc1ccc2nc(C)ccc2c1 (stereo not drawn),-1%,.,.,5,-4%,.,.,-17%,.
O=C1CC(CCC(=O)NC2CC2)c2ccccc2N1 (stereo not drawn),-2%,-6%,1%,12,-4%,-5,-1%,-5%,-0.6
